# Screening data from PubChem.
# Vif-APOBEC3F blk: Vif-A3F binding inhibition; HeLa A3F-eYFP + Vif (tagged APOBEC3F with the HIV-1 protein that degrades it), YFP fluorescence increase; Potency, µM (doses to about 46.1 µM), for the others: top-dose activity, negative = active; 0.2% of 390,000 active; AID 602313; also: potency is read from the fitted curve at half-maximal effect; % of control where 0% means no effect; nearly all actives have a fitted effect of over 65% in size
#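 HeLa cells stably expressing Vif plus C-terminally eYFP-tagged A3F were seeded, incubated overnight at 37 deg C, dosed with compound, incubated overnight again at 37 deg C. Yellow fluorescence (Ex 488/Em 500-530) reported blocked Vif-mediated A3F-eYFP degradation.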
# rTrxR1 inhibitor: inhibitors of rat thioredoxin reductase 1. O89049. recombinant rTrxR1, NADPH fluorescence consumption, selenite substrate. Potency, µM (doses to about 114 µM), without a hit: at the top dose activity change, negative = inhibition, actives largely listed as inhibitors. 1% of 390,000 active. AID 588453; also: potency is read from the fitted curve at half-maximal effect; % is scaled to controls: 0 for no effect and ±100 for the full control effect; nearly all actives have a fitted effect of over 65% in size
# Target sequence (O89049 whole entry, looked up): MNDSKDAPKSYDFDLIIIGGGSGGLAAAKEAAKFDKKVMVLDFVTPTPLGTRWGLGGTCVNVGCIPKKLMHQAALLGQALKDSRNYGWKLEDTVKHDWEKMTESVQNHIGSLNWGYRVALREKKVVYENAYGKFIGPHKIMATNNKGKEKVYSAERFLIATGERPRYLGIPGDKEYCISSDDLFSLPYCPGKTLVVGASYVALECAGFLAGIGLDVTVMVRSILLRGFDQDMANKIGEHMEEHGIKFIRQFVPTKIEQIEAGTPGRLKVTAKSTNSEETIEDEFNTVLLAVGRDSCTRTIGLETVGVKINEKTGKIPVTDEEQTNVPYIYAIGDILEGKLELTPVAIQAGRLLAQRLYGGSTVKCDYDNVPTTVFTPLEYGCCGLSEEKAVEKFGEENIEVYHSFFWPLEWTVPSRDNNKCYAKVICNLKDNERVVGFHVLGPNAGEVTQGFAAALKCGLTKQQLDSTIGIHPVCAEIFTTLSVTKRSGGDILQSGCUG
#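 Rat TrxR1 (90 nM in the dispensed reagent) was pre-reduced with 400 uM NADPH for 5 min at room temperature, then incubated with compound for 15 min. After 400 uM selenite was added, NADPH fluorescence (Ex 340/Em 450 nm) was followed for 8 min.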
# Vif-APOBEC3G blk: blocks the Vif interaction with human APOBEC3G. HeLa A3G-eYFP + Vif (tagged APOBEC3G with the HIV-1 protein that degrades it), YFP fluorescence, overnight. Potency, µM (doses to about 46.1 µM), inactives show at the highest dose activity, negative = active, hits mostly inhibitors. 0.076% of 410,000 active;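 also: potency is read from the fitted curve at half-maximal effect; % is scaled to controls: 0 for no effect and ±100 for the full control effect; nearly all actives have a fitted effect of over 60% in size; hits raise eYFP signal because A3G escapes Vif-driven loss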
#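 Read-out is eYFP fluorescence (Ex 488/Em 500-530) from Vif-expressing HeLa A3G-eYFP cells; more signal means A3G escaped Vif-mediated degradation. Cells plated overnight, compound pinned in, incubated overnight at 37 deg C.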
# LDHA inh: LDHA (human) enzyme inhibition; P00338; purified LDHA, NADH/diaphorase-resazurin fluorescence; stronger effect = lower value; activity change, % (values are at about 110 or 230 µM); 0.15% of 480,000 active; in the data active = activity change below about -30%; inconclusive = mostly about -25% to -30%;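 also: plate controls were DMSO wells for no effect and wells without enzyme for full effect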
#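 Resorufin fluorescence (ex540/em590), read at 0 and 20 min after diaphorase/resazurin addition, reports the NADH left after a 5 min room-temperature reaction of 2 nM human LDH5 with 0.06 mM NADH and 0.2 mM pyruvate.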
# Glioma ERSR ind: ER stress response induction in glioma; AID 602332; Potency, µM, for inactives: top-dose activation, most hits filed as activators; U87-MG GRP78 promoter luciferase reporter, 16 h; 0.02% of 420,000 active; also: potency is read from the fitted curve at half-maximal effect; series mostly up to about 76 µM; % of control where 0% means no effect; nearly all actives have a fitted effect of over 35% in size
#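 Stably transfected U87-MG glioma cells carrying a GRP78-based luciferase sensor; 16 h compound incubation. Luminescence end-point read 10 min after Bright-Glo addition at room temperature.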
# IDH1 R132H inh: human IDH1 R132H inhibition. O75874. IDH1-R132H enzyme, NADPH consumption, diaphorase/resazurin fluorescence. Potency, µM (series often up to 76.6 µM), for the others: top-dose activity change, negative = inhibition, most hits filed as inhibitors. 0.093% of 390,000 active. AID 602179; also: potency is read from the fitted curve at half-maximal effect; % is scaled to controls: 0 for no effect and ±100 for the full control effect; nearly all actives have a fitted effect of over 65% in size
#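 IDH1-R132H (0.5 ug/mL dispensed) in pH 7.5 Tris buffer was preincubated 30 min with compound, then given a substrate mix of 0.016 mM NADPH and 2 mM alpha-KG for 80 min at room temperature; remaining NADPH was read by diaphorase/resazurin fluorescence.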
# RGS4 inhibitor: inhibitors of human regulator of G protein signaling 4; P49798; Transcreener GDP fluorescence polarization, RGS4-accelerated GTP hydrolysis; Potency, µM (top dose mostly 114 µM), inactives show at the top dose activity change, negative = inhibition, hits mostly inhibitors; 0.039% of 390,000 active; AID 504845; also: potency is read from the fitted curve at half-maximal effect; % is scaled to controls: 0 for no effect and ±100 for the full control effect; nearly all actives have a fitted effect of over 75% in size; some results filed as inactive show a strong effect at the top dose
# Target sequence (P49798 whole entry, looked up): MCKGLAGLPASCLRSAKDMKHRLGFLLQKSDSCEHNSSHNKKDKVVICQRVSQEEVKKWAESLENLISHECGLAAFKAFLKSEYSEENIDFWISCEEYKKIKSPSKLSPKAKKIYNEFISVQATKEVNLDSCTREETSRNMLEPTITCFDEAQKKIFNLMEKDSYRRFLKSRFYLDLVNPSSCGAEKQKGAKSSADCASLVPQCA
#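 MLSMR compounds (23 nl, pin-transferred) preincubated 10 min at room temperature with a 500nM (2x) first reagent, then RGS4 at 900nM (2x) plus Transcreener GDP mix added; fluorescence polarization (620/688 nm) read before and after 90 min at 30 °C.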
# TrxR1 substrate: substrates of rat thioredoxin reductase 1. O89049. purified TrxR1 substrate turnover, NADPH consumption readout. Potency, µM (doses to about 114 µM), inactives show at the top dose activity change, negative = substrate turnover. 0.01% of 390,000 active; also: potency is read from the fitted curve at half-maximal effect; % is scaled to controls: 0 for no effect and ±100 for the full control effect; nearly all actives have a fitted effect of over 50% in size
#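 Rat TrxR1, dispensed at 90 nM, was prereduced with 400 uM NADPH (final) for 5 min at ~22 deg C, then incubated with compound 15 min before 400 uM selenite. A first-read NADPH fluorescence drop versus no-compound background flagged substrates.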
# USP1-UAF1 inh: inhibitors of human USP1/UAF1 deubiquitinase. recombinant USP1/UAF1, Ub-Rhodamine cleavage fluorescence. Potency, µM (doses to about 57.1 µM), for inactives: top-dose activity change, negative = inhibition, most hits filed as inhibitors. AID 743255. O94782. 0.23% of 390,000 active; also: potency is read from the fitted curve at half-maximal effect; % is scaled to controls: 0 for no effect and ±100 for the full control effect; nearly all actives have a fitted effect of over 60% in size; inactives centre near -12
#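 USP1/UAF1 complex (1 nM) preincubated 15 min at room temperature with compound, then Ub-Rho substrate (150 nM final) added. Kinetic fluorescence at 480/540 nm over 6 reads at 60 s intervals; 50 mM HEPES pH 7.8, 0.5 mM EDTA, 0.1 mg/ml BSA, 1 mM TCEP, 0.01% Tween-20.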
# Starred values were filed as active, the others as inactive; ? = inconclusive; . = not tested or not shown; & = joins results of further samples; [ ] = another dose, or the depositor's remark. Unless noted, calls follow the shape of the dose curve; as a rule, active = well fitted curve in the direction sought with a large enough effect; inconclusive = small, poorly fitted or top-dose-only effect, or another doubt; inactive = no such curve, though single readings can be large; an effect the other way counts as inactive or inconclusive.
# Results follow in this order: Vif-APOBEC3F blk	rTrxR1 inhibitor	Vif-APOBEC3G blk	LDHA inh	Glioma ERSR ind	IDH1 R132H inh	RGS4 inhibitor	TrxR1 substrate	USP1-UAF1 inh
> CC(=O)Nc1ccc(N2CCOCC2)c([N+](=O)[O-])c1
    10.1%	-18.6%	-1.8%	-5.4	-5.0%	5.9%	-5.3%	-18.8%	-18.2%
> CCOC(=O)C1CCN(S(=O)(=O)c2ccc(CN3C(=O)c4cccnc4C3=O)cc2)CC1
    -6.7%	10.1%	-0.6%	-6.4	-5.4%	-1.8%	12.5%	-5.7%	-7.5%
> C[C@@H](C(=O)N[C@@H](Cc1c[nH]c2ccccc12)C(=O)O)n1nnc2ccccc2c1=O
    4.1%	14.3%	2.2%	-1.5	-0.6%	2.4%	-31.4%[56.9 µM]	-5.3%	-20.5%
> CCN(CC)CC(=O)Nc1ccccc1SCC(=O)Nc1ccsc1C(=O)OC
    2.7%	19.6%[57.1 µM]	-1.3%	-4.7	0.0%	-1.2%	-8.4%	8.9%[57.1 µM]	-15.3%
> Cc1ccc(NC(=O)Cn2c(=O)c(C(F)(F)F)nc3ccccc32)cc1C
    11.3%	6.2%[57.1 µM]	1.0%	-5.6	-3.2%	0.0%	-9.8%	3.3%[57.1 µM]	-21.4%
> Cc1ccccc1Oc1ccccc1N
    -5.4%	-6.2%	0.5%	-1.3	-3.8%	-6.9%	4.9%	-4.3%	-19.5%
> Nc1nc(NCc2cccs2)nn1-c1ccccc1
    0.3%	7.5%	-0.3%	-3.0	-3.6%	0.1%	-16.2%	-1.3%	-14.1%
> Cc1ccc(CCNC(=O)C2CCCN(S(=O)(=O)N3CC(C)CC(C)C3)C2)cc1 (stereo not given)
    -6.4%	-16.3%	-0.7%	-1.6	7.0%	3.6%	-3.1%[56.9 µM]	-10.4%	-11.7%
> Cc1ccc(CSCCNC(=O)CN2C(=O)c3ccccc3S2(=O)=O)cc1
    -9.8%	-3.8%	0.2%	-4.6	-3.7%	7.0%	-5.7%	6.4%[57.1 µM]	4.3%
> CCOC(=O)Cc1csc(N/C(=N/S(=O)(=O)c2ccc(F)cc2F)c2ccccc2)n1
    -6.1%	-9.4%	-2.8%	-0.9	-2.7%	-4.4%	15.3%	-13.8%	4.5%
> O=C(CN(C(=O)c1csnn1)c1cccc(C(F)(F)F)c1)NCc1ccc(F)cc1
    4.1%	-5.4%[57.1 µM]	-4.4%	-4.0	-5.1%	-0.1%	-9.8%	-4.6%[57.1 µM]	-18.9%
> N#Cc1ccc(OCC(=O)OCC(=O)Nc2ccc(N3CCOCC3)cc2)cc1
    -12.5%	17.0%	0.0%	-4.0	3.9%	6.0%	-10.7%	-0.4%	-7.2%
> CCOc1ccccc1-n1nnnc1SC(C)C(=O)OC (stereo not given)
    -4.2%	-5.5%[57.1 µM]	0.4%	-11.2	7.6%	-1.0%	-3.8%	-11.7%[57.1 µM]	-9.5%
> N#Cc1cc(-c2ccccc2)nnc1Sc1ccccc1
    3.4%	13.1%[57.1 µM]	0.3%	-2.3	-4.2%	9.1%	-14.9%	-8.6%[57.1 µM]	-25.3%
> Cc1ccc(Cl)cc1NC(=O)C1CC(=O)Nc2ncnn21 (stereo not given)
    0.8%	-4.0%	-1.3%	-7.6	-5.8%	-18.0%	7.4%[11.4 µM]	-2.2%	-8.8%
> COc1ccc(NC(=O)C[C@H]2C(=O)N(CCc3ccccc3)C[C@@H]2CSC)cc1
    5.2%	.	0.4%	-3.8	-1.0%	4.9%	.	.	-15.0%
> CC1=C(c2ccc(Cl)cc2)[N+](=O)C(C)(C)N1[O-]
    -4.0%	-32.2%	2.7%	-2.6&21.0	-1.3%	0.0%	-13.4%	-6.6%	-10.4%
> CC(C)=C1SC(N2CCN(c3ccc(C)c(Cl)c3)CC2)=NC1=O
    -3.8%	20.1%[11.4 µM]	0.6%	-10.9	-3.7%	-1.2%	12.9%	11.9%[11.4 µM]	?
> CC1(C)C(=O)Nc2ccccc2N1C(=O)COC(=O)C12CC3CC(CC(O)(C3)C1)C2
    -4.3%	5.1%	-0.5%	-9.9	-5.2%	-6.9%	19.6%	-2.7%	-4.7%
> Cc1cccc(NC(=O)C2CCCN2/C=C/C(=O)C(F)(F)F)c1C (stereo not given)
    1.0%	22.2%[57.1 µM]	-5.1%	-6.3	-1.0%	6.8%	-1.1%	-17.3%	-3.3%
> CCN(CC)C(=O)c1cc2cc(Br)ccc2oc1=O
    -1.6%	6.4%	-0.4%	-5.6&-7.2	-1.5%	9.0%	7.0%	6.8%	-19.5%
> COc1ccccc1N1CCN(S(C)(=O)=O)CC1
    -3.4%	-9.3%	0.6%	-8.1	-1.0%	11.5%	8.5%	8.6%	13.9%
> COC(=O)c1c(NC(=O)c2ccc(Br)s2)sc2c1CCC2
    3.3%	?	0.4%	-0.7	-1.4%	1.8%	?	10.7%	-16.4%
> Cc1cccc(NC(=O)c2ccc(COc3ccc4ccccc4c3)o2)n1
    -5.8%	11.8%	-0.5%	-1.7	5.7%	-11.0%	9.9%	0.6%	-16.0%
> Cc1ccc(OCCC(=O)Nc2ccccc2C(=O)NC2CC2)cc1
    5.7%	2.9%	-1.7%	1.1	-2.3%	0.0%	-32.3%	2.6%	-16.8%
> CCN(CCCNC(=O)c1cc2c(=O)[nH]c3ccccc3c2s1)c1ccccc1
    1.4%	22.4%	-1.2%	-4.8	-0.9%	-2.4%	-8.0%	6.9%	-2.5%
> O=C(CCc1ccccc1)Nc1nnc(-c2ccc3c(c2)CCCC3)o1
    -4.3%	31.2%	2.4%	-5.6	-1.2%	0.1%	-10.0%	1.6%	-11.7%
> CC(CN1CCOCC1)c1ccccc1 (stereo not given)
    0.8%	5.7%	0.3%	-7.8	-1.5%	5.7%	-6.2%	5.0%	-11.1%
> CCOc1cc(-c2ccc(OC(=O)c3ccc(OC)cc3)c(OC)c2)cc(=O)c2c(C)oc(C)c12
    4.5%	35.5µM*	2.9%	4.6	-0.6%	14.8%	?	-2.9%	-20.6%
> Nc1ncnc2c1ncn2-c1ccccc1Cl
    8.9%	-10.1%	-2.8%	-4.8	-2.0%	2.7%	-15.8%	-7.6%	?
> CC1Cc2ccccc2N1C(=O)Cn1cnc2c1c(=O)n(C)c(=O)n2C (stereo not given)
    -13.7%	14.3%	-0.8%	1.4	-1.7%	8.2%	0.6%	5.2%	-9.6%
> O=C1CC(c2ccco2)CC2=C1C1c3ccccc3C(=O)N1c1ccccc1N2 (stereo not given)
    1.2%	9.2%	-29.9%	-5.8	28.2µM*	-0.5%	-36.4%	0.6%	-14.3%
> Cc1ccc(C)c(Nc2nn3c(=O)c4ccc(C(=O)NCc5ccccc5)cc4nc3s2)c1
    ?	21.0%	0.7%	-5.5	-3.2%	-16.0%	4.2%	1.4%	-21.4%
> Cc1ccc(C2NC(=O)c3ccccc3N2)s1 (stereo not given)
    -14.8%	-15.2%	?	-3.1	4.8%	5.7%	1.2%	63.1%[activator]	-19.9%
> Fc1ccc2cnc(-c3ccccc3)cc2c1
    0.0%	15.7%	1.3%	3.8	4.5%	7.4%	12.3%	5.0%	-19.2%
> CCOC(=O)Oc1ccc(/C=C2\N=C(C)OC2=O)cc1
    -26.3%	-72.3%	3.5%	0.8	-2.5%	8.1%	?	-17.0%[57.1 µM]	-11.9%
> COc1cc(/C=N/NC(=O)C(=O)Nc2ccccn2)ccc1O
    2.6%	-8.0%	0.2%	2.4	-0.5%	4.1%	-3.3%	-13.7%	-13.7%
> O=C1NC(=O)C2C3OC(C(Br)C3Br)C12 (stereo not given)
    -10.8%	.	2.6%	-8.8	-2.4%	-3.0%	.	.	2.7%
> COc1ccccc1CNC(=O)c1ccc(CS(=O)(=O)c2ccc(C)cc2)o1
    -12.8%	?	-1.5%	-1.6	-1.2%	5.6%	-25.1%	-2.1%	-11.2%
> Cc1[nH]c2ccccc2c1CCCO
    8.9%	6.1%	4.1%	4.1	-4.6%	-9.2%	6.5%	2.5%	-15.8%
> CCOC(=O)NC1(C(F)(F)F)N=C(c2ccccc2)NC1=O (stereo not given)
    -0.2%	-1.5%[57.1 µM]	-8.1%	-0.1	-1.5%	3.1%	-2.7%	-7.4%[57.1 µM]	-15.4%

# A few values from the entries so far.
# Cc1[nH]c2ccccc2c1CCCO | LDHA inh: 4.1
# CCOC(=O)Oc1ccc(/C=C2\N=C(C)OC2=O)cc1 | USP1-UAF1 inh: -11.9%

# This is a subset (hit frequency here may not be typical).
